# Screening data from PubChem BioAssay.
# HTRA1 inhibitor: HTRA1 serine protease inhibitors, primary screen, biochemical, fluorescence polarization, HTS | AID 504803, 2011 | inhibition, % at 5.96 µM | Q92743 | recombinant HTRA1, FP-rhodamine activity-based probe | 340,000 compounds, 0.5% hits; in the data active = inhibition above about 36%;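 also: 0% = enzyme with DMSO and 100% = wells lacking enzyme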
# SIAE inh: human SIAE inhibitors, primary screen, biochemical, fluorescence polarization, FP-Rh probe, 1536-well HTS; SIAE FP-Rh probe binding; inhibition, % at 9.66 µM; 370,000 compounds, 0.69% hits; AID 1053197, 2014;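 active = inhibition above a cutoff: mean of compounds within the control limits plus 3 SD of those, cut at about 17% in these data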;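 also: 0% = plate median of compound wells and 100% = probe without SIAE protein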
# DDE Tn7 FP inh: inhibitors of Tn7 peptide binding to fibrin DD(E), primary screen, biochemical, fluorescence polarization, human fibrin, Tn7 probe; 370,000 compounds, 0.13% hits; inhibition, % at 8.3 µM; AID 720508, 2013; FP displacement of FITC-Tn7 peptide from fibrin DD(E); 0% = median of compound wells per plate; Fibrinogen beta chain (Homo sapiens), P02675;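 active = inhibition above the mean of compounds falling within the control limits plus 3 SD of them, cut at about 14% in these data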;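 also: 0% = plate median of compound wells and 100% = 10 µM Aha-Tn7 peptide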
#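 Also added: labelled Tn7 tracer, 0.1 µM; Assay system: human fibrin DD(E) protein; Amount: 2 µM fibrin DD(E); Schedule: 10 min compound pre-incubation, 3 h probe incubation at room temperature; Repeats: one replicate per compound; Read-out basis: percent inhibition; Measured by: fluorescence polarization of the labelled Tn7 tracer.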
# PRMT1 inh: PRMT1 methyltransferase inhibitors, primary screen, biochemical, fluorescence polarization; Protein arginine N-methyltransferase 1 (Homo sapiens), Q99873; recombinant PRMT1, activity-based probe fluorescence polarization; inhibition, % at 2.79 µM; 370,000 compounds, 1.3% hits;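 active = inhibition above about 21% made by adding two undisclosed values, limit read from the data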
# PG9 Ab binder: binders of HIV-1 gp120 antibody PG9, primary screen, biochemical, TR-FRET | inhibition, % at 6.7 µM | HIV-1 gp120 / PG9 antibody interaction | 360,000 compounds, 0.43% hits | TR-FRET gp120-PG9 antibody binding; in the data active = inhibition above about 8.5%
# mABHD4 FP: ABHD4 inhibitors, primary screen, biochemical, fluorescence polarization, mouse | (Lyso)-N-acylphosphatidylethanolamine lipase (Mus musculus), Q8VD66 | purified mABHD4, FP-Rh probe fluorescence polarization | inhibition, % at 8.92 µM | 370,000 compounds, 0.54% hits;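 active = inhibition exceeding the mean over every tested compound plus 3 SD, cut at about 30% in these data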;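 also: 0% = plate median of compound wells and 100% = S159A mutant with DMSO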
# Target sequence (Q8VD66 whole entry, looked up): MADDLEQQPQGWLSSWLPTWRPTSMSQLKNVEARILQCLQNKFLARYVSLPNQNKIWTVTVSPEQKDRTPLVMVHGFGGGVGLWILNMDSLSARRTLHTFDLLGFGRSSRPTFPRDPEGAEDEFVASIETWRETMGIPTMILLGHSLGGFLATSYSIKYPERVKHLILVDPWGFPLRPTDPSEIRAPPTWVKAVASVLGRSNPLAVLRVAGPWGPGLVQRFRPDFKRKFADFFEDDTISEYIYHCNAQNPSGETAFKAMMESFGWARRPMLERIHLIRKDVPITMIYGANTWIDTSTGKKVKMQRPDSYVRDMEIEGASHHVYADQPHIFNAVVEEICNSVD
#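 Assay system: mouse ABHD4 enzyme, wild type / Also added: fluorescent activity-based probe FP-Rh / Doses: single nominal dose of 8.92 µM, 0.89% DMSO final / Timing: 45 min compound pre-incubation plus 60 min probe step, 25 °C / Signal: FP readout, ex 525 nm / em 598 nm / Control set: S159A mutant/DMSO as 100%, compound-well median as 0%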
# UHRF1 binding: UHRF1 methylated DNA binding inhibitors, primary screen, counter-screen for MBD2 inhibitor project, biochemical, TR-FRET, human UHRF1, single concentration; E3 ubiquitin-protein ligase UHRF1 (Homo sapiens), Q96T88; inhibition, % at 4.4 µM; UHRF1 binding to methylated oligo; 370,000 compounds, 0.75% hits; in the data active = inhibition above about 21%;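 also: UHRF1 SRA domain binding a hemimethylated CpG hairpin DNA probe; 0% = median of test compound wells and 100% = reference inhibitor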
# TDP2 inh: human TDP2 enzyme inhibitors, primary screen, biochemical, epi absorbance, recombinant enzyme; Tyrosyl-DNA phosphodiesterase 2 (Homo sapiens), O95551; T5PNP hydrolysis, p-nitrophenol absorbance 415 nm; inhibition, % at 12.8 µM; 370,000 compounds, 0.34% hits; AID 720702, 2013;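 active = inhibition above the mean of all tested compounds plus 3 SD, set per campaign, cut at about 25% in these data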;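 also: 0% = DMSO with enzyme and 100% = buffer with substrate but no TDP2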
# Target sequence (O95551 whole entry, looked up): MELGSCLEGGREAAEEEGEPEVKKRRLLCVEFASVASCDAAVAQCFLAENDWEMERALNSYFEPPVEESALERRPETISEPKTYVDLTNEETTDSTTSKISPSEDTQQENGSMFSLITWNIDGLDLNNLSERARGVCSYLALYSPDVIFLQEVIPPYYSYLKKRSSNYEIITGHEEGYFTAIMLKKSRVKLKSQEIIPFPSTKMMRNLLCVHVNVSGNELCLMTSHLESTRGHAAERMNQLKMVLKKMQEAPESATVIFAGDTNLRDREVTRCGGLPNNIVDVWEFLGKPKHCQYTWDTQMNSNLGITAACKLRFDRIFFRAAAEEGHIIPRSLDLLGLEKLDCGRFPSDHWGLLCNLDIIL
#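 Assay system: Recombinant human TDP2 | Quantity: 120 nM TDP2 per well | Incubation: 2 h at 37 °C | Signal: Epi absorbance | Evaluation: Percent inhibition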
# TCR CD3 inh: inhibitors of human TCR-CD3 interaction, primary screen, biochemical, fluorescence, TAMRA-labeled TCR probe | 360,000 compounds, 0.37% hits | T-cell receptor (TCR) | inhibition, % at 9.4 µM; in the data active = inhibition above about 19%;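 also: recombinant mutant TCR 2C K166C tagged with TAMRA read by polarization; 0% = receptor in buffer alone and 100% = receptor with positive control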
# LEDGF integ inh: blockers of LEDGF/p75-dependent integrase strand transfer – biochemical, TR-FRET, high throughput, primary screen | inhibition, % at 3.7 µM | 370,000 compounds, 0.64% hits | HIV-1 integrase (with human LEDGF/p75) | AID 743269, 2014 | TR-FRET IN-LEDGF/p75 DNA integration, Eu/Cy5;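 active = inhibition above the screen-wide mean plus 3 SD, cut at about 13% in these data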;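 also: signal is the Cy5 over europium emission ratio at 671 and 618 nm; 0% = plate median of compound wells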
# * hit, by the source's call; · = not tested or not shown.
SMILES,HTRA1 inhibitor,SIAE inh,DDE Tn7 FP inh,PRMT1 inh,PG9 Ab binder,mABHD4 FP,UHRF1 binding,TDP2 inh,TCR CD3 inh,LEDGF integ inh
COCCn1c(=O)[nH]c2cc(C(=O)NCC3CCCO3)ccc2c1=O (centres undefined),-1.0,-4.8,-2.7,2.1,-2.0,-3.9,2.0,-2.1,-3.8,0.6
CC1(C)CC(NC(=O)c2ccc(F)cc2)CC(C)(C)N1,-1.7,11.4,7.0,1.0,2.2,1.8,2.1,6.6,9.6,-2.4
Cc1c(C(=O)Nc2ccc(Br)cc2)cnn1C,1.2,4.2,0.8,-0.3,1.0,2.3,3.7,21.2,6.2,1.9
CC(=O)Nc1ccc(NC(=O)Cn2cnc3c(nnn3Cc3ccc(F)cc3)c2=O)cc1,0.9,2.5,2.7,-3.1,0.2,-1.6,0.8,5.9,-3.7,-0.1
CSc1nsc(/C=C/Nc2cccc(Cl)c2)c1C#N,-25.0,-0.1,-2.4,0.1,-0.3,9.3,-5.8,10.0,-3.4,-1.5
O=C(CCc1nc(-c2ccccn2)no1)NCc1ccc2c(c1)OCO2,3.5,-0.5,-1.3,3.7,1.3,3.1,-2.4,8.9,-3.8,1.7
Oc1cccc(-c2csc(C(O)(c3ccccc3)C(F)(F)F)n2)c1 (centres undefined),·,-4.8,1.2,1.0,0.2,-37.0,-2.8,-9.7,0.7,-2.1
Cc1cc(OC(C)C(=O)Nc2cccnc2)ccc1Cl (centres undefined),-5.7,-6.4,-2.4,3.8,-1.6,-3.0,-1.9,18.6,2.9,0.9
COc1ccc(CC(N)c2csc(Nc3ccc(S(C)(=O)=O)cc3)n2)cc1 (centres undefined),·,0.0,-0.6,2.9,-0.4,7.7,5.0,9.1,-6.6,-3.2
Cc1sc2ncnc(N/N=C/c3cccc(O)c3)c2c1C,6.3,-2.9,10.5,-0.8,-0.7,16.4,-10.6,9.0,1.5,1.1
CSc1nnc(-c2ccc(C(F)(F)F)nc2C)o1,-4.8,-0.2,-1.7,-7.2,-2.3,-2.4,-0.8,-10.9,-4.3,3.8
O=C(NCCN1CCOCC1)C(=O)NCC1OCCCN1S(=O)(=O)c1cc(F)ccc1F (centres undefined),5.4,13.0,3.5,-2.8,-1.3,7.3,-2.0,13.6,6.5,4.0
COc1ccc(NC(=O)COc2coc(CN3CCc4ccccc4C3)cc2=O)cc1,-3.8,5.2,-1.6,4.6,0.3,1.6,-0.3,-1.2,-8.7,-1.2
COc1ccccc1NC(=O)c1ccc(COc2ccccc2OC)cc1,-36.3,-3.9,7.3,1.9,-0.7,-16.5,-3.2,-15.6,1.8,0.4
CCOC(=O)c1cc2c(nc1N)CCCC2,1.1,-2.3,9.7,0.4,-1.4,5.6,4.0,10.3,-3.3,-3.2
COC(=O)Cc1ccc(NC(=S)NC(C)(C)C)cc1,-5.3,0.5,2.2,9.4,2.8,-7.2,5.1,-5.5,-8.0,-3.1
CN(C)Cc1cc(O)c(CN(C)C)cc1O,14.5,8.2,-2.8,9.2,-1.9,6.2,15.1,13.8,1.7,23.9*
CCC1CCCCN1CCCNC(=O)CCC(=O)N1CCOc2ccccc21 (centres undefined),1.1,1.3,-3.1,-3.0,-2.9,-1.4,-0.2,3.6,4.5,2.3
CCn1c(CC(=O)Nc2ccc(F)cc2)nnc1SCC(=O)Nc1nncs1,0.7,-0.3,-1.1,1.5,-0.2,13.0,-0.2,11.4,1.1,0.1
CCOc1cc(CCNC(=O)c2cc3sccc3n2CC)ccc1OC,·,-4.5,-1.2,-1.9,·,-5.0,0.8,3.5,·,-0.4

# In the list so far, these contain an aryl thioether with sulfur outside any ring:
SMILES,HTRA1 inhibitor,SIAE inh,DDE Tn7 FP inh,PRMT1 inh,PG9 Ab binder,mABHD4 FP,UHRF1 binding,TDP2 inh,TCR CD3 inh,LEDGF integ inh
CSc1nsc(/C=C/Nc2cccc(Cl)c2)c1C#N,-25.0,-0.1,-2.4,0.1,-0.3,9.3,-5.8,10.0,-3.4,-1.5
CSc1nnc(-c2ccc(C(F)(F)F)nc2C)o1,-4.8,-0.2,-1.7,-7.2,-2.3,-2.4,-0.8,-10.9,-4.3,3.8
CCn1c(CC(=O)Nc2ccc(F)cc2)nnc1SCC(=O)Nc1nncs1,0.7,-0.3,-1.1,1.5,-0.2,13.0,-0.2,11.4,1.1,0.1

# Results in TCR CD3 inh and PG9 Ab binder, for some of the entries so far:
Structure	TCR CD3 inh	PG9 Ab binder
CC1(C)CC(NC(=O)c2ccc(F)cc2)CC(C)(C)N1	9.6	2.2
CSc1nsc(/C=C/Nc2cccc(Cl)c2)c1C#N	-3.4	-0.3
CSc1nnc(-c2ccc(C(F)(F)F)nc2C)o1	-4.3	-2.3

# Compound profiles, as listed above:
# CCOC(=O)c1cc2c(nc1N)CCCC2 across the screens: HTRA1 inhibitor = 1.1; SIAE inh = -2.3; DDE Tn7 FP inh = 9.7; PRMT1 inh = 0.4; PG9 Ab binder = -1.4; mABHD4 FP = 5.6; UHRF1 binding = 4.0; TDP2 inh = 10.3; TCR CD3 inh = -3.3; LEDGF integ inh = -3.2
# CN(C)Cc1cc(O)c(CN(C)C)cc1O across the screens: HTRA1 inhibitor = 14.5; SIAE inh = 8.2; DDE Tn7 FP inh = -2.8; PRMT1 inh = 9.2; PG9 Ab binder = -1.9; mABHD4 FP = 6.2; UHRF1 binding = 15.1; TDP2 inh = 13.8; TCR CD3 inh = 1.7; LEDGF integ inh = 23.9*

# An unsorted share of the library, and some 4.2% of all compounds hit somewhere here.
